m5-HT2A agonist = mouse HTR2A agonism via beta-arrestin recruitment; CHO-K1 mHTR2A beta-arrestin complementation, luminescence; percent of 30 µM serotonin response; activation, % at 7.6 µM; 360,000 tested, 0.66% active;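 active means activation above a run cutoff, the mean activation of all tested compounds plus 3 SD, cut at about 14% in these data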;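 further: 0% = plate median of compound wells and 100% = 30 µM serotonin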
Target sequence (P35363 whole entry, looked up): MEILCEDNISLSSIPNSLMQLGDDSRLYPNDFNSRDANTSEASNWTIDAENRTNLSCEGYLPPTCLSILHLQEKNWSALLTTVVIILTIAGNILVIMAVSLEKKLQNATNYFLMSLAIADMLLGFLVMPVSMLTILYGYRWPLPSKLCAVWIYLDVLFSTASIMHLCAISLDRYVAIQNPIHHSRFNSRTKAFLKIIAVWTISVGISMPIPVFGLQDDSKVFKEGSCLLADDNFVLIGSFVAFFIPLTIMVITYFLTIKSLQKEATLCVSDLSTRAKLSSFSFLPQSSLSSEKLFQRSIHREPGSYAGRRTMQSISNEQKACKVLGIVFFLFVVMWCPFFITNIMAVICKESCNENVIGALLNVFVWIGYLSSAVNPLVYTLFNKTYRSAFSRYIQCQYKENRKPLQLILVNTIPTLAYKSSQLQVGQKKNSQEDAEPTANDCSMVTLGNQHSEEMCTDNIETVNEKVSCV
MC4R antag cAMP = human MC4R antagonism in cAMP assay | MC4R-expressing cells, MTII-stimulated cAMP, LANCE TR-FRET | inhibition, % at 6.5 µM | 360,000 tested, 0.48% active;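 active means inhibition above its plate's cutoff, the mean of tested wells on that plate plus 3 SD, cut at about 29% in these data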;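 further: 0% = Melanotan II alone and 100% = Melanotan II plus saturating MCL0020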
Target sequence (P32245 whole entry, looked up): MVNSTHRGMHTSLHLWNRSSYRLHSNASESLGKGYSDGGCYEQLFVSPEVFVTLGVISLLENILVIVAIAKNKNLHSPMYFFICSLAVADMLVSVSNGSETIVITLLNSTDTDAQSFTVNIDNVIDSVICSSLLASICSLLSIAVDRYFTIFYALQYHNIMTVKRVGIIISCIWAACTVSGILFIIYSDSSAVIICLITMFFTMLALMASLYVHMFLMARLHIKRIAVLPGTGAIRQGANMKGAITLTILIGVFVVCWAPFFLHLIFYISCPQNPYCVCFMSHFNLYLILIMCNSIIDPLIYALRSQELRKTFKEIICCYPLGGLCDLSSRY
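System: U2OS cells stably expressing human melanocortin 4 receptor (MC4R). Reagent: Melanotan II challenge after compound preincubation. Doses: 6.5 µM. Times: 30-min compound, 1-h challenge, 1-h detection, room temperature. Measured by: TR-FRET with Eu-cAMP and labeled anti-cAMP, 671 nm. Replicates: singlicate.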
H9c2 protect = protects H9c2 cardiomyocytes from peroxide injury; protection from H2O2 cell death, % at 20 µM; H2O2 injury protection, ATPLite, 2 h; AID 588492; 360,000 tested, 0.63% active;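 active means compounds giving at least 50% protection of heart cells from peroxide-induced death in the single-dose screen, raw or plate-pattern-corrected value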;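 further: 0% = DMSO wells with peroxide and 100% = DMSO wells without peroxide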
NOD2-RIPK2 inh = blocks binding of human NOD2 to RIPK2; O43353; CHO BLA complementation NOD2-RIPK2, CCF4 ratio; inhibition, % at 4.98 µM; 360,000 tested, 0.38% active; AID 624267; in the data active means inhibition above about 21%;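 further: 0% = vehicle only and 100% = reference blocker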
SRC2 inh = human SRC2 (NCOA2) inhibition; HEK293 GAL4-SRC2 luciferase reporter, luminescence; inhibition, % at 9 µM; 370,000 tested, 0.17% active;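 active means inhibition above the mean inhibition of all tested compounds plus 3 SD, set per campaign, cut at about 52% in these data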;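 further: 0% = DMSO treated cells and 100% = cells given Gossypol at 36 µM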
Glyco luc inh = N-linked glycosylation inhibition | 360,000 tested, 0.23% active | reporter increase, % at 12.5 µM | D54 ERlucT glycosylation luciferase reporter, 24 h; percent of 100 nM tunicamycin response;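 active means mean luciferase reporter signal, scaled so untreated is 0 and the glycosylation-blocking control 100, at or above a set limit in every replicate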;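 further: luciferase carries N-glycosylation sites so blocking glycosylation raises the light; 0% = median of neutral control wells and 100% = median of 100 nM tunicamycin wells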
MC4R barr agon = activates human MC4R beta-arrestin recruitment; 360,000 tested, 0.98% active; P32245; activation, % at 8.9 µM; AID 540308; U2OS MC4R beta-arrestin complementation, luminescence; percent of melanotan II response, DMSO zero;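 active means activation above a per-plate cutoff, the mean activation of sample wells on that plate plus 3 SD, cut at about 8% in these data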
ABHD5 PLIN5 PPI = blocks binding of human ABHD5 to perilipin-5. Split G. princeps luciferase complementation, luminescence, 4 h. 360,000 tested, 0.78% active. inhibition, % at 4 µM. Q00G26+Q8WTS1;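 active means inhibition above the mean inhibition across every tested compound plus 3 SD, cut at about 22% in these data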;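 further: 0% = DMSO only wells and the 100% control is not disclosed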
TLR9-MyD88 inh = inhibitors of human TLR9-MyD88 binding; Q9NR96+Q99836; 340,000 tested, 0.21% active; CHO BLA complementation TLR9-MyD88, CCF4 FRET ratio; inhibition, % at 4.98 µM;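 active means inhibition above the mean over all tested compounds plus 3 SD, cut at about 21% in these data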;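 further: 0% = DMSO only wells and 100% = clavulanate BLA inhibitor control wells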
ABCB6 inh 2 = blocks the human ABCB6 transporter; Q9NP58; 360,000 tested, 0.19% active; K562-ABCB6 porphyrin accumulation, flow cytometry, 1 h; active compounds read low; fluorescence ratio to DMSO, % at 10 µM; AID 602162;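 active means fluorescence ratio to DMSO below 75%, the collection mean minus 3 SD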;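 further: signal is porphyrin accumulated inside mitochondria; 100% equals median channel fluorescence of DMSO control wells; lower ratio means ABCB6 inhibition with less porphyrin fluorescence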
Active calls of the source: *; · = not tested or not shown; & = joins results of further samples.

SMILES | m5-HT2A agonist | MC4R antag cAMP | H9c2 protect | NOD2-RIPK2 inh | SRC2 inh | Glyco luc inh | MC4R barr agon | ABHD5 PLIN5 PPI | TLR9-MyD88 inh | ABCB6 inh 2
Cn1cccc1C1C(C#N)=C(N)OC2=C1C(=O)CCC2 (stereo not given) | 6 | -5 | 0 | -12 | 10 | 3 | -2.7 | 1 | · | 101
CC12CCC(=O)N1C(C(=O)Nc1cccc(S(=O)(=O)N3CCCCC3)c1)CS2 (stereo not given) | -2 | -1 | 9 | -4 | 6 | 2 | -2.4 | -12 | 0 | 96
O=C(COC(=O)CCc1ccccc1)Nc1ccc(F)cc1Cl | -2 | 2 | 0 | 1 | 6 | 3 | -0.2 | -1 | 2 | 101
COc1ccc(CCN(Cc2ccccn2)C(=S)Nc2cccc(SC)c2)cc1OC | 10 | -2 | 5 | 1 | -1 | 2 | 0.0 | -5 | 4 | 96
CN(C)/C=C(/C(=O)c1ccc(Cl)cc1)S(=O)(=O)c1ccc(Cl)cc1 | 1 | -1 | -3 | 4 | 1 | -1 | 0.9 | -1 | -11 | 92
Cc1ccccc1Oc1ncnc2oc(-c3ccccc3)cc12 | -4 | 3 | -20 | -8 | -6 | 0 | 1.9 | -9 | -9 | 94
O=C(N/N=C/c1ccc(Br)s1)c1cccs1 | -2 | -4 | 10 | -6 | -56 | 5 | -2.3 | -3 | · | 95
CCC1(CC)C(=O)N(C)C(=O)NC1=Nc1ccccc1 | -1 | -5 | 0 | 0 | -2 | 1 | -1.7 | 6 | 9 | 100
CCOC(=O)c1cnn(-c2ccccc2)c1NC(=O)c1ccc(C)cc1 | 1 | 2 | -4 | -3 | -7 | -1 | -1.2 | 0 | 0 | 96
COC(=O)c1ccccc1CON1C(=O)C(C)(C)N(OCc2ccccc2C(=O)OC)C(=O)C1(C)C | -1 | 4 | -4 | 4 | -43 | -1 | -1.0 | 3 | -1 | 94
COc1ccnc(Oc2cccc(C(F)(F)F)c2)c1C(=O)N/C=N/OCc1ccccc1F | -3 | 8 | 10 | -2 | 2 | -1 | 0.9 | -2 | -9 | 96
COC(=O)[C@@H]1C[C@@]2(O)[C@H](O)[C@H](O)[C@H](O)C[C@H]2N1Cc1ccc(-c2ccccc2)cc1 | 5 | 6 | 0 | -4 | 1 | 0 | -0.5 | 5 | -3 | 96
COc1cccc2cc(C(C)=O)oc12 | 3 | 9 | 13 | 0 | 10 | 2 | -1.8 | 9 | 9 | 95
COc1ccc(S(=O)(=O)N2CCC(O)(c3ccc(Cl)cc3)CC2)cc1 | -5 | 3 | -5 | 13 | 14 | 0 | -1.4 | -5 | -12 | 95
CCC(C)N(C(=O)COC(=O)c1cc([N+](=O)[O-])ccc1N1CCOCC1)C1CCS(=O)(=O)C1 (stereo not given) | 5 | -15 | 2 | 0 | -9 | 3 | -0.5 | 8 | -10 | 101
COc1ccc(NC(=O)O/N=C/c2ccccc2Cl)cc1 | -7 | 2 | -4 | 10 | -25 | 2 | 1.1 | -65 | -5 | 97
O=[N+]([O-])c1cc(CS(=O)(=O)Oc2ccc(Cl)cc2)c(O)c([N+](=O)[O-])c1 | 0 | 8 | -5 | 7 | -13 | 0 | 0.6 | 1 | 1 | 101
CC(C)C(=O)N=C1SC2CS(=O)(=O)CC2N1Cc1ccccc1 (stereo not given) | 2 | 3 | 5 | 12 | -20 | -1 | 0.1 | -2 | 1 | 101
CCOc1ccc(C2OC(=O)Cc3cc(OC)c(OC)cc32)cc1 (stereo not given) | 5 | 6 | -5 | -9 | -38 | 2 | -1.3 | 5 | 4 | 104
CCCc1ccc(S(=O)(=O)N2CCN(C(=O)CN3C(=O)NC(C)(C4CC4)C3=O)CC2)cc1 (stereo not given) | 0 | 9 | 3 | -6 | -11 | 2 | -0.3 | -3 | 5 | 102
Cc1cccc(-n2c(O)c(C=Nc3ccccc3N)c(=O)[nH]c2=O)c1 | -8 | 0 | 2 | -1 | -45 | 1 | -1.5 | 13 | -10 | 106
COc1ccc(C)cc1NC(=O)c1nnn(CCc2ccccc2)c1N | -1 | 1 | -2 | 5 | 1 | -4 | 1.3 | -10 | -1 | 100
O=C(NNC(=O)C1CC1c1ccccc1)Nc1ccccc1 (stereo not given) | 0 | 0 | 0 | 10 | -2 | 5 | -0.7 | -2 | -4 | 98
O=C(CSc1nc(=O)n(CCCN2CCOCC2)c2c1CCC2)Nc1cccc(F)c1 | 0 | 8 | -1 | -3 | -27 | 0 | -1.1 | -4 | -2 | 98
CC(C)CCn1c(N2CCCC2)nc2c1c(=O)n(C)c(=O)n2C | 1 | 18 | 4 | 0 | -62 | 0 | 1.1 | 3 | 4 | 101
Cc1ccc(C(=O)NCC(=O)OCC(=O)N(CC(C)C)c2c(N)n(Cc3ccccc3)c(=O)[nH]c2=O)s1 | 4 | 8 | 5 | -2 | 0 | 1 | -1.1 | 10 | 4 | 98
CC1=NN(c2ccccc2)C(=O)/C1=C/C=C/c1ccccc1 | -3 | -7 | 10 | 1 | 4 | 12 | -2.1 | 25* | -1 | 107
CCc1ccccc1NNC(=O)c1cc(C)on1 | 1 | -4 | 4 | -2 | 17 | 2 | -1.3 | -1 | -13 | 103
COc1ccc(CC(=O)Nc2c3c(nn2-c2cccc(Cl)c2)CS(=O)C3)cc1 (stereo not given) | 0 | 18 | 1 | -5 | -29 | -2 | -0.3 | -4 | -5 | 91
Cc1cccc2cc(CN(C(=O)c3cccc([N+](=O)[O-])c3)C(C)C)c(=O)[nH]c12 | 5 | -5 | -4 | -7 | -2 | -1 | -0.6 | 0 | 3 | 100
Cc1ccc(CSCCNS(C)(=O)=O)cc1 | 6 | -3 | 2 | -8 | 7 | 1 | -0.1 | 3 | 4 | 96
COc1ccc(NC(=O)c2sc(NC(=O)COc3ccccc3)nc2C)cc1 | -5 | 0 | 15 | -5 | -18 | 2 | -3.2 | 1 | -7 | 99
Cc1cccc(NC(=O)Cc2nc(-c3c[nH]c(C(=O)N4CCCC4)c3)cs2)c1 | 3 | 2 | 10 | -5 | 2 | -4 | -2.5 | -4 | 3 | 101
Cc1ccc(S(=O)(=O)N2CCOCC2)cc1NC(=O)CSc1nnnn1C | 1 | 3 | 4 | -7 | 33 | -2 | -1.4 | -2 | -3 | 97
O=C(CN(CC1CCCO1)C(=O)CCC(=O)Nc1ccccn1)NCc1ccccc1 (stereo not given) | 3 | 3 | -1 | 3 | -7 | 1 | 0.9 | -3 | -6 | 106
Cc1ccc(OC(C)C(=O)N2CC(=O)Nc3ccccc32)c(C)c1 (stereo not given) | 1 | 2 | -10 | 0 | 0 | 1 | 1.1 | -4 | -12 | 111
O=C(NC(=S)NNC(=O)c1ccco1)c1ccc(F)cc1 | 2 | 2 | 22 | -9 | -33 | 0 | 0.5 | -8 | -5 | 97
COC(CNC(=O)CNC(=S)N(Cc1ccccc1)Cc1cccnc1)OC | 3 | 3 | -2 | 8 | -9 | 2 | -2.0 | -1 | -3 | 96
Cc1cc(C)c(N(C(=O)c2csnn2)C(C(=O)NC(C)(C)C)c2ccncc2)c(C)c1 (stereo not given) | -2 | 3 | 2 | -6 | -6 | 1 | -1.5 | 6 | -4 | 105
CCC(=O)N1CCc2cc(OC)c(OC)cc2C1COc1ccccc1OC (stereo not given) | 1 | 5 | -2 | -6 | -1 | 0 | -2.1 | 3 | 6 | 98
O=C(N/N=C/c1ccc(O)c(O)c1)c1ccc(CSc2cccc3cccnc23)cc1 | -3 | -1 | 88* | -11 | 14 | -2 | -2.8 | 5 | -5 | 89
O=C(O)C1CCCN1C(=O)Oc1ccccc1 (stereo not given) | 0 | 1 | -2 | -3 | 5 | 0 | -1.2 | 7 | -4 | 97
O=C(O)C1CC(=O)N(c2ccc(OCc3ccc(Cl)cc3Cl)cc2)C1 (stereo not given) | 1 | 11 | 6 | -17 | 10 | 2 | 0.7 | 5 | -9 | 102
COc1cccc(/C=N/n2c(-c3cc(C)[nH]n3)n[nH]c2=S)c1 | -2 | 12 | 0 | -2 | 9 | 4 | -2.2 | -1 | 11 | 94
CCC(=O)N1CCN(c2ccccc2NC(=O)c2cccc(C)c2)CC1 | -12 | 8 | 4 | -5 | 19 | 0 | -1.1 | -1 | -5 | 96
CN(CC(=O)Nc1ccccc1F)Cc1cccs1 | 1 | 2 | 4 | -3 | 0 | 1 | 0.1 | 0 | 0 | 99
Nc1nc(=O)n(C2OC(CO)C(O)C2O)cc1F (stereo not given) | -4 | · | -2 | -1 | 16 | -2 | · | 4 | · | 99
COc1cccc(CCC(=O)O)c1OC | 0 | 8 | -1 | 3 | 19 | 14 | -1.3 | 6 | -3 | 98
CN(C(=O)CSc1nc2cc(C(=O)O)ccc2c(=O)n1Cc1ccccc1)C1CCS(=O)(=O)C1 (stereo not given) | -4 | 9 | 2 | -2 | -29 | 1 | 1.6 | 3 | 4 | 104
COC(=O)Cc1ccc(OC2(C)CCN(Cc3csc4ccccc34)C2)cc1 (stereo not given) | -8 | 7 | -11 | -4 | -21 | 3 | 1.2 | 1 | · | 100
COc1c(C)cc(C(O)c2ncc(-c3cccc(C(F)(F)F)c3)[nH]2)cc1C (stereo not given) | 1 | 10 | -8 | 3 | -22 | 2 | 2.2 | 1 | · | 90
Cn1c(C(=O)NCc2ccccn2)cc2c(=O)n(C)c3ccccc3c21 | -5 | 3 | 40 | -10 | -47 | 5 | -1.0 | -4 | 7 | 103
Cc1c(Cl)ccc(S(=O)(=O)N2CCN(C)CC2)c1Cl | -3 | 6 | -1 | -23 | -5 | -1 | 2.5 | 2 | -3 | 77
CN(C)CCOC(=O)C1(c2ccccc2)CCOCC1 | -8&-5 | -1&4 | -2&5 | -4&2 | 8&-5 | 1&-1 | -0.5&0.3 | -3&-1 | 4&-4 | 95&101
N#C/C(=C\c1cccc(OC(=O)c2cccs2)c1)C(N)=O | 4 | 12 | 4 | -3 | -41 | 7 | 0.9 | 5 | -3 | 81
Cc1cccc(OCCCn2c(CO)nc3ccccc32)c1 | -5 | 9 | -7 | 2 | 5 | 1 | -5.0 | 3 | 4 | 97
Cc1ccc(NC(=O)CN2C(=O)NC3(CCCc4ccccc43)C2=O)c(C)c1 (stereo not given) | -11 | 6 | -2 | -4 | -27 | 3 | 1.2 | -3 | -3 | 91

High-throughput results (PubChem BioAssay)

Some of the compounds tested; count on the stated rates, not on these rows.
